From PubChem
NTR1 agonist = NTR1-driven beta-arrestin-GFP spot formation – imaging, U2OS cells, high content, primary screen (AID 493036) | P30989 | agonist mode | activation, % at 20 µM | actives 0.17% (n = 330,000);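 active = activation at or above 40% of the spot to cytoplasm intensity ratio, with at least 20 cells analyzed; inconclusive = wells under 20 cells, flagged as cytotoxic or low count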;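 also: 0% = DMSO without peptide and 100% = 100 nM NTR1 peptide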
Target sequence (P30989 whole entry, looked up): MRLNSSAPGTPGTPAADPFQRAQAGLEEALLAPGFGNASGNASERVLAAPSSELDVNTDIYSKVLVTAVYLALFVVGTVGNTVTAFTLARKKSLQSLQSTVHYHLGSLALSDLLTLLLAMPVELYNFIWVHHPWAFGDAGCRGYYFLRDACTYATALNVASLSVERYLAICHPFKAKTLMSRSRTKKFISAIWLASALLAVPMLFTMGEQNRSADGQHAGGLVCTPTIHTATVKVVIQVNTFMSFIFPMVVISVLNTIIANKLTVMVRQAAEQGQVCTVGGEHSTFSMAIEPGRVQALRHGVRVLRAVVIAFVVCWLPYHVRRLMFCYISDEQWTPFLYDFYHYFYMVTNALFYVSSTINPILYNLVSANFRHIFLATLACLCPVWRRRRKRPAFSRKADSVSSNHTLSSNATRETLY
West Nile virus CPE = inhibition of WNV-induced cytopathic effect – cell-based, CPE readout (AID 1621). West Nile virus-infected cells, CPE inhibition; higher % means a stronger effect. one-dose CPE inhibition, % at 10 µM; IC50 in µM for titrated hits. actives 0.02% (n = 290,000); in the data active = a potency from the dose series; inconclusive = CPE inhibition mostly from about 3.7% at the one dose, without a potency; inactive = the rest, 99 in 100 with CPE inhibition below about 2.2%; also: strong numbers were not always called active
SV40 large T antigen = SV40 large T antigen inhibitors, biochemical (AID 1903) | SV40 large T antigen ATPase/helicase inhibition assay; higher % means a stronger effect | inhibition, % at 20 µM, or IC50 in µM where a hit was titrated | actives 0.39% (n = 310,000); in the data active = a potency from the dose series; inconclusive = inhibition mostly from about 32% at the one dose, without a potency; inactive = the rest, 99 in 100 with inhibition below about 32%; also: strong numbers were not always called active
Rac1 GTP hydrolysis = MgcRacGAP GTPase-activating activity inhibitors, confirmation, biochemical, ADP Hunter fluorescence | MgcRacGAP-stimulated Rac1 GTP hydrolysis, ADP Hunter fluorescence; higher % means a stronger effect; GST-tagged Rac1 F28L mutant substrate | inhibition, % at 30 µM, or IC50 in µM where a hit was titrated | actives 0.6% (n = 340,000) | AID 624330;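 active = first-screen hits whose inhibition reached a set limit at any dose in the follow-up dose series; inconclusive = inhibition above the set first-screen limit but never retested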;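 also: fluorescence reports GDP produced by GAP-driven GTP hydrolysis; strong numbers were not always called active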
Siah-1 displacement = blockers of Siah-1 interaction with plectin peptide – biochemical, fluorescence polarization, rhodamine-plectin, uHTS, primary screen (AID 1817). Siah-1 / rhodamine-plectin peptide fluorescence polarization; higher % means a stronger effect. one-dose displacement, % at 20 µM; IC50 in µM for titrated hits. actives 0.02% (n = 290,000);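 active = displacement of at least 50% at 20 µM, with a fluorescence ratio check between 0.3 and a set limit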;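 also: plate controls were Siah plus tracer with DMSO for no effect and tracer alone without Siah for full effect; strong numbers were not always called active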
RSV CPE inhibition = RSV antiviral activity via CPE protection, HEp-2 cells, primary 10 µM value included (AID 2391). CPE inhibition, % at 10 µM; hits with a dose series show IC50 in µM. actives 0.13% (n = 310,000). HEp-2 cells, RSV-induced CPE inhibition; higher % means a stronger effect; in the data active = a potency from the dose series; inconclusive = CPE inhibition mostly from about 23% at the one dose, without a potency; inactive = the rest, 99 in 100 with CPE inhibition below about 21%; also: strong numbers were not always called active
NS5 inhibitors = flavivirus cap methylation enzyme inhibition – biochemical, confirmation dose response, primary screen (AID 588689). Dengue-2 NS5 methyltransferase capping enzyme assay, biochemical; higher % means a stronger effect. inhibition, % at 25 µM; hits with a dose series show IC50 in µM. actives 0.3% (n = 340,000); in the data active = a potency from the dose series; inconclusive = inhibition above about 29% without an active follow-up result
AID2073 = disruptors of CaV2.2 binding to Mint1 – biochemical, HTRF (AID 2073); HTRF protein-protein interaction, Mint1-CaV2.2; higher % means a stronger effect; one-dose inhibition, % at 20 µM; IC50 in µM for titrated hits; actives 0.19% (n = 290,000); in the data active = inhibition mostly above about 51%, no sharp cut-off; inconclusive = no clear call, values can overlap the other calls; inactive = mostly below about 53%; also: some results filed as inactive read as strong as hits
UTI89 phage lysis = inhibition of K1F phage lysis, E. coli UTI89, bacterial capsule biogenesis inhibitors, alamar blue (AID 488966); E. coli UTI89 K1F phage lysis, alamar blue, 2 h; higher % means a stronger effect; inhibition, % at 100 µM; hits with a dose series show IC50 in µM; actives 0.02% (n = 340,000);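 active = phage lysis inhibition, versus mean bacterial control, above a set limit; inconclusive = no clear call, values can overlap the other calls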;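 also: capsule biogenesis inhibitors block K1F phage lysis so surviving cells raise fluorescence; higher fluorescence means more inhibition of phage lysis; actives were called in the ten point dose series up to 300 µM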
NTR1 agonist cell count 20 µM = recorded beside NTR1 agonist, whose call it bears; cell count; measured here: cell count, cytotoxicity flag
NS5 inhibitors pilot replicate = recorded beside NS5 inhibitors, whose call it bears; inhibition, %; measured here: pilot screen replicate inhibition
Starred values were filed as active, the others as inactive; ? = inconclusive; nt = not tested or not shown; [ ] = another dose, or the depositor's remark.

SMILES	NTR1 agonist	NTR1 agonist cell count 20 µM	West Nile virus CPE	SV40 large T antigen	Rac1 GTP hydrolysis	Siah-1 displacement	RSV CPE inhibition	NS5 inhibitors	AID2073	UTI89 phage lysis	others
Cc1ccccc1OCCSc1nnc(-c2ccncc2)n1C	0.0	43	-0.9%	11%	9%	1%	-1.4%	1%	-3%	-0.2%
CCCc1ccc(-c2c(C)sc(NC(=O)c3ccnn3C)c2C#N)cc1	6.8	54	3.0%	1%	8%	-1%	4.0%	-7%	8%	1.9%
CCc1cccc(C)c1NC(=O)COC(=O)CSCc1ccccc1	-0.3	55	nt	nt	7%	nt	nt	12%	nt	-2.7%
Cc1c(C(=O)O)cccc1-n1c(C)cc(C=O)c1C	0.9	39	0.6%	9%	6%	-6%	0.6%	-6%	28%	0.1%
Cc1ccc(CSCC(=O)Nc2ccccc2F)cc1	-0.2	75	0.6%	8%	6%	7%	0.6%	-3%	6%	0.6%
Cc1ccc(C(=O)N/C(=C/c2ccco2)C(=O)N2CCC(C)CC2)cc1	0.6	49	0.1%	8%	8%	-4%	0.2%	-19%	8%	0.1%
COc1ccc(NC(=O)CCC(=O)N(Cc2ccc(OC)c(OC)c2)c2nccs2)c(OC)c1	3.3	46	-0.3%	-1%	-2%	0%	1.9%	-13%	-4%	0.7%
CC(C)Cn1c(N)c(C(=O)CSc2n[nH]c(N)n2)c(=O)n(C)c1=O	-1.9	95	nt	nt	4%	nt	2.6%	-5%	nt	0.4%[50 µM]
CCSc1nnc(N(CCC(=O)O)CCC(=O)O)s1	0.3	56	-0.1%	16%	3%	-4%	-1.3%	10%	-2%	2.8%
O=C(CCNC(=O)c1ccc(Br)cc1)NCC1COc2ccccc2O1 (stereo not drawn)	-0.5	51	-1.1%	32%	4%	-10%	0.9%	-3%	10%	1.1%[50 µM]
CC(C#N)(NC(=O)CN1CCN(S(=O)(=O)c2ccccc2Cl)CC1)C1CC1 (stereo not drawn)	-0.4	56	nt	nt	5%	nt	nt	-10%	nt	0.1%[50 µM]
CC1(C)CN(C(=S)Nc2ccc(F)cc2F)C1=O	-0.6	99	0.3%	3%	5%	0%	1.1%	4%	-30%	0.1%
Nc1cccnc1Sc1cc(Cl)cc(Cl)c1	-3.9	91	0.6%	5%	7%	-1%	-0.7%	9%	0%	0.9%	NS5 inhibitors pilot replicate=2.1
COc1ccc(CNc2ccc(Br)cc2)cc1	3.8	53	-0.4%	22%	9%	2%	0.0%	-3%	32%	-0.2%
CSc1nc(N)c2c(C)c(C)sc2n1	-1.1	92	-0.1%	5%	1%	-1%	12%	-6%	2%	-0.1%
COc1ccc(C2=CC(c3sccc3C)n3nnnc3N2)cc1 (stereo not drawn)	2.3	33	-0.4%	26%	21%	-3%	nt	?	-8%	-0.4%
COc1ccccc1C(=O)OCC(=O)c1ccc(CNC(C)=O)s1	1.1	46	nt	nt	2%	nt	nt	-10%	nt	-0.3%[50 µM]
O=C(CCn1cccn1)Nc1ccc(-c2ccno2)cc1	-0.4	60	0.8%	7%	7%	4%	-0.1%	-7%	-12%	0.2%
CC(C)(C)C(=O)C1=C(O)C(=O)N(c2ccccc2)C1c1ccccc1 (stereo not drawn)	0.3	60	0.6%	6%	3%	2%	2.6%	2%	16%	0.3%
CC12C(=O)N(c3ccccc3C(=O)O)C(=O)C1C1C=CC2C1 (stereo not drawn)	-0.8	41	0.0%	-4%	10%	-4%	0.5%	2%	-3%	-0.1%
Cc1cccc(N2C(=O)C3CCCN3C2=S)c1 (stereo not drawn)	1.7	46	-0.4%	7%	2%	-4%	-0.1%	-9%	-16%	0.9%
CCOC(=O)c1cnc2c(-c3cccc(Br)c3)cnn2c1C	-2.1	45	1.3%	16%	1%	-1%	1.2%	-4%	23%	1.5%
COc1ccc(OCc2nn[nH]n2)cc1	1.9	57	-0.4%	6%	2%	14%	0.8%	1%	13%	1.5%
COc1ccc(S(=O)(=O)Nc2ccc3c(c2)C(=O)N([C@H](C)CO)C[C@H](C)[C@@H](CN(C)S(=O)(=O)c2ccccc2)O3)cc1	-0.2	51	nt	nt	7%	nt	nt	-8%	nt	5.2%
Cc1cccc(/C=N/n2c(C)nnc2C)c1	-0.2	54	0.2%	10%	9%	3%	2.4%	-4%	0%	1.0%

Compounds shown so far containing two or more sulfur atoms, in the order listed:
SMILES	NTR1 agonist	NTR1 agonist cell count 20 µM	West Nile virus CPE	SV40 large T antigen	Rac1 GTP hydrolysis	Siah-1 displacement	RSV CPE inhibition	NS5 inhibitors	AID2073	UTI89 phage lysis	others
CCSc1nnc(N(CCC(=O)O)CCC(=O)O)s1	0.3	56	-0.1%	16%	3%	-4%	-1.3%	10%	-2%	2.8%
CSc1nc(N)c2c(C)c(C)sc2n1	-1.1	92	-0.1%	5%	1%	-1%	12%	-6%	2%	-0.1%
COc1ccc(S(=O)(=O)Nc2ccc3c(c2)C(=O)N([C@H](C)CO)C[C@H](C)[C@@H](CN(C)S(=O)(=O)c2ccccc2)O3)cc1	-0.2	51	nt	nt	7%	nt	nt	-8%	nt	5.2%

The listing picks up with the 2 entries that preceded the break.
SMILES	NTR1 agonist	NTR1 agonist cell count 20 µM	West Nile virus CPE	SV40 large T antigen	Rac1 GTP hydrolysis	Siah-1 displacement	RSV CPE inhibition	NS5 inhibitors	AID2073	UTI89 phage lysis	others
COc1ccc(S(=O)(=O)Nc2ccc3c(c2)C(=O)N([C@H](C)CO)C[C@H](C)[C@@H](CN(C)S(=O)(=O)c2ccccc2)O3)cc1	-0.2	51	nt	nt	7%	nt	nt	-8%	nt	5.2%
Cc1cccc(/C=N/n2c(C)nnc2C)c1	-0.2	54	0.2%	10%	9%	3%	2.4%	-4%	0%	1.0%
O=Cc1ccc(Sc2nnc(-c3ccccc3)o2)c([N+](=O)[O-])c1	?	nt	-0.7%	34%	11%	-2%	0.4%	?	-2%	-0.4%
CNC(=O)C1(C)C=CCN1C(=O)c1ccccc1 (stereo not drawn)	3.3	92	0.1%	9%	5%	5%	0.2%	5%	-1%	0.2%
Nc1nc(-c2ccco2)nn1C(=O)c1cccnc1	-0.9	76	0.7%	19%	2%	-3%	2.6%	-8%	-3%	0.4%
COc1ccccc1CNC(=O)Cn1c(=O)c2cccn2c2cccnc21	-0.1	50	-0.2%	5%	-2%	-1%	0.3%	8%	7%	0.0%
O=C(CSc1nc2ccc(Nc3nc(N4CCOCC4)nc(N4CCOCC4)n3)cc2s1)NCc1ccco1	9.6	35	1.1%	-1%	0%	4%	2.2%	-4%	22%	-0.6%
CC(=O)N1N=C(c2ccco2)CC1c1ccc(Cl)o1 (stereo not drawn)	2.3	41	0.2%	27%	8%	0%	1.4%	-4%	7%	0.5%
CC(C)CCNC(=O)c1ccc2c(SCC(=O)O)c3c(nc2c1)CCCC3	-1.5	66	-0.2%	10%	7%	-5%	1.7%	3%	2%	-0.6%
Cc1cccc(C(=O)OCCN2CCOCC2)c1	-1.1	65	0.6%	-2%	10%	-4%	1.1%	-10%	10%	0.7%
O=C1c2ccccc2S(=O)(=O)c2cc(C(=O)N3CCCC3)ccc21	-4.1	86	0.5%	-4%	7%	nt	1.1%	-3%	nt	0.1%
O=C(Cn1nnc(-c2ccc(N3CCOCC3)cc2)n1)OC1CCCCC1	1.7	70	0.6%	-2%	-7%	2%	0.5%	10%	10%	-0.4%	NS5 inhibitors pilot replicate=1.8
Cc1cc(C)c(S(=O)(=O)Nc2ccccn2)c(C)c1	0.3	75	0.6%	11%	22%	2%	1.2%	nt	?	0.8%
COc1ccc2c(CC(=O)OCC(=O)Nc3cccc(C)c3)coc2c1	-2.6	53	nt	nt	11%	nt	0.2%	-9%	nt	0.5%[50 µM]
N#C/C(C(=O)Oc1ccccc1)=C1\C=Cc2ccccc2N1	3.2	85	-0.5%	2%	4%	-2%	2.1%	-30%	9%	1.7%
COCCN1CCN(C(=O)c2cc(COc3cncc(Cl)c3)on2)CC1	0.7	79	-1.0%	9%	4%	10%	0.7%	-6%	-7%	0.3%
CSc1cccc(NC(=S)N(CCCN2CCCC2)Cc2cccs2)c1	0.3	50	-0.8%	6%	5%	0%	-0.9%	-14%	-9%	0.2%
COc1ccc(S(=O)(=O)NCc2ccc(C(=O)N(C)Cc3ccco3)cc2)cc1	3.3	42	-0.9%	0%	4%	2%	0.7%	-5%	0%	0.2%
O=C(COC(=O)Cc1n[nH]c(=O)c2ccccc12)Nc1ccc(Cl)cc1F	-1.2	49	0.2%	10%	9%	8%	1.5%	0%	-2%	0.3%
